# From PubChem BioAssay
# A549 viability: counter-screen for Nrf2 inhibitors: cytotoxicity in A549 cells. hit rate 0.16% among 390,000. A549 ARE-Fluc cells, CellTiter-Fluor viability, 18-24 h. AID 504648. Potency, µM (doses to about 46 µM), inactives show at the highest dose activity change, negative = cytotoxicity, actives largely listed as inhibitors; further: potency means the concentration at half of the fitted maximal effect; on the % scale 0 is the no-effect control and ±100 the full control effect
#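 Cytotoxicity counterscreen: CellTiter-Fluor fluorescence was measured in A549 ARE_Fluc cells after 18-24 h of compound exposure in a concentration series. The subsequent BugLite luminescent read reports ARE-luciferase activity.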
# Nrf2 ARE act: activators of Nrf2 (ARE) signaling | AID 624171 | AREc32 ARE-luciferase reporter (MCF7-derived line), luminescence, 24 h | hit rate 0.31% among 410,000 | Potency, µM (titrated, usually from 46.1 µM), for inactives: top-dose activation, most hits filed as activators; further: potency means the concentration at half of the fitted maximal effect; % of control where 0% means no effect; nearly all actives have a fitted effect of over 65% in size
#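 ARE-driven firefly luciferase activity in AREc32 cells measured after a 24 hr compound exposure at 37 deg C, using Steady-Glo reagent and a 30 min room-temperature hold.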
# pAkt inh: Akt phosphorylation inhibition; Neuro2A IGF-stimulated pAkt S473 HTRF, 20 min; active compounds read low; activity change, % for hits at 50 µM; hit rate 0.32% among 360,000; in the data active means activity change below about -80%; inconclusive means mostly about -51% to -80%; further: on the % scale 0 is the no-effect control and ±100 the full control effect
#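 Neuro2A cells (4,500/well, DMEM with 0.5% FBS) were treated with compound at a single 50 µM final concentration, stimulated with 6 nM IGF for 20 min at 37 °C, and lysed. Phospho-Akt Ser473 was read by HTRF as 665/615 ratio ×10^4.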
# Nrf2 inh: blocks Nrf2 signaling; A549 ARE-Fluc reporter, luciferase luminescence, 18-24 h; Potency, µM (top dose mostly 46 µM), for the others: at the top dose activity change, negative = inhibition, usual class: inhibitors; hit rate 2.1% among 360,000; AID 504444; further: potency means the concentration at half of the fitted maximal effect; on the % scale 0 is the no-effect control and ±100 the full control effect; nearly all actives have a fitted effect of over 60% in size
#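 A549 ARE_Fluc cells, 5000/well, 5% FBS OPTI-MEM; compounds in dose-response, 18-24 h at 37 °C/5% CO2; CellTiter-Fluor viability read (Ex 405/Em 525), then BugLite luciferase luminescence = Nrf2 activity.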
# Mm-Cpn inhibitor: M. maripaludis TRiC chaperonin inhibition; hit rate 0.031% among 330,000; AID 504842; purified Mm-Cpn ATPase, ADP Transcreener TR-FRET; Potency, µM (titrated, usually from 76.9 µM), for inactives: top-dose activity, negative = inhibition, actives largely listed as inhibitors; further: potency means the concentration at half of the fitted maximal effect; on the % scale 0 is the no-effect control and ±100 the full control effect; nearly all actives have a fitted effect of over 80% in size
#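 ATPase read-out: TR-FRET ADP immunoassay (anti-ADP Eu cryptate vs ADP-d2), ex 320 nm, em 590/665 nm; signal drops as ADP forms. Enzyme 25 nM, ATP 10 uM, 30 min at 37°C after 10 min compound preincubation.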
# EPAC2 ag: EPAC2 (human) agonism. Q8WZA2. EPAC2 activation, biochemical qHTS; response scale: 100% = 6.5 mM cAMP response. Potency, µM (titrated, usually from 154 µM), for inactives: at the highest dose activation, usual class: activators. hit rate 0.079% among 360,000. AID 720711; further: potency means the concentration at half of the fitted maximal effect; nearly all actives have a fitted effect of over 50% in size
# Target sequence (Q8WZA2 whole entry, looked up): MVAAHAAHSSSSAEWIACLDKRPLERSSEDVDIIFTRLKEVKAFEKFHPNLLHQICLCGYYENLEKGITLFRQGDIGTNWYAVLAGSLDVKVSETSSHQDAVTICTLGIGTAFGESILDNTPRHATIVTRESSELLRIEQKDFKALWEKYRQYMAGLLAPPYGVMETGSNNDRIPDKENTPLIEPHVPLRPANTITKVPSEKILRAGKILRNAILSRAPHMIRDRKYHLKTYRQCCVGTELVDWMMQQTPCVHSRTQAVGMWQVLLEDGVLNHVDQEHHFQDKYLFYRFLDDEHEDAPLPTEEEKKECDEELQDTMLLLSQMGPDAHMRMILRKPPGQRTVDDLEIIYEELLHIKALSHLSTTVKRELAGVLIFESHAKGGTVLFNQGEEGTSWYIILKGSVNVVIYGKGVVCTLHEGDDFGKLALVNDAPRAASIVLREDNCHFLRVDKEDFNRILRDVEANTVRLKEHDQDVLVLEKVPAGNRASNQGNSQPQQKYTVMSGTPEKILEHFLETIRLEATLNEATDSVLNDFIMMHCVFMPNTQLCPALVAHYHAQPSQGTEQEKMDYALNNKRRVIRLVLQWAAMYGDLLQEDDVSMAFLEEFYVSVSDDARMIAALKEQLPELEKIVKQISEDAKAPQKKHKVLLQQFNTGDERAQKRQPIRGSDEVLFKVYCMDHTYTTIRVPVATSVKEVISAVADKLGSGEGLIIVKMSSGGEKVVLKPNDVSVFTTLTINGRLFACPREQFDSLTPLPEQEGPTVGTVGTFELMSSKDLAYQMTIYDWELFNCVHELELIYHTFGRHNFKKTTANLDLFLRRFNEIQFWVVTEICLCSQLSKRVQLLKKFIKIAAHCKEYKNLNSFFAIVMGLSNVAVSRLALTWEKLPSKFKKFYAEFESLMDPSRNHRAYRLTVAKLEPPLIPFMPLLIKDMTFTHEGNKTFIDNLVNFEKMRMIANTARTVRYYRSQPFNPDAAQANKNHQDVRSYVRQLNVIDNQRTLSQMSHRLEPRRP
#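 Compounds were titrated in qHTS against a Rap1B-BODIPY-GDP (250 nM) complex with EPAC2 (100 nM) and GDP (50 uM). BODIPY-GDP release tracked at 480/540 nm over 30 min at room temperature, normalized to 6.5 mM cAMP.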
# EPAC2 antagonist: EPAC2 (human) antagonism. Q8WZA2. EPAC2 GEF exchange of Rap1B-BODIPY-GDP, fluorescence. Potency, µM (titrated, usually from 114 µM), for the others: at the highest dose activity, negative = inhibition, hits mostly inhibitors. hit rate 0.18% among 360,000. AID 720708; further: potency means the concentration at half of the fitted maximal effect; on the % scale 0 is the no-effect control and ±100 the full control effect; nearly all actives have a fitted effect of over 45% in size; many of its hits are not listed in these tables
# TGFb SMAD3 inh: TGF-b pathway inhibition. hit rate 1.2% among 410,000. Potency, µM (doses to about 46.1 µM), inactives show at the highest dose activity, negative = inhibition, usual class: inhibitors. AID 588855. HepG2 CAGA-GFP TGF-b/SMAD3 reporter, GFP fluorescence, 18 h; TGF-beta stimulated, 500 pg/mL final; further: potency means the concentration at half of the fitted maximal effect; on the % scale 0 is the no-effect control and ±100 the full control effect; nearly all actives have a fitted effect of over 65% in size
#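 Inhibition of TGF-beta-driven CAGA-GFP reporter expression in HEPG2 cells is measured by cellular GFP fluorescence after 18 h stimulation with 500 pg/mL recombinant TGF-beta in 1% FBS medium at 37 degrees C.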
# CCT modulator: changes cytosolic chaperonin activity | purified chaperonin ATPase assay, HTRF ADP detection, 30 min | activity change, % (concentration not given with the values), hits read low | hit rate 0.3% among 360,000 | AID 651819; in the data active means activity change below about -30%; further: on the % scale 0 is the no-effect control and ±100 the full control effect
#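 TRiC at 40 or 20 nM final (batch-dependent) in 30 mM Tris pH 7.4, 100 mM KCl, 5 mM MgCl2, 1 mM DTT, with compound at single 76 uM and 10 uM ATP, 30 min at 37 deg C. ADP detected by HTRF Transcreener, 665/615 ratio.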
# Numbers without * were called inactive; i = inactive; ? = inconclusive; / = no result given; [ ] = remark or other dose. Unless noted, the call rests on the fitted dose curve; in most records, active means well fitted curve in the direction sought with a large enough effect; inconclusive means small, poorly fitted or top-dose-only effect, or another doubt; inactive means no such curve, though single readings can be large; an effect the other way counts as inactive or inconclusive. Only part of the results is shown. The share of hits here may be higher or lower than overall.
structure | A549 viability | Nrf2 ARE act | pAkt inh | Nrf2 inh | Mm-Cpn inhibitor | EPAC2 ag | EPAC2 antagonist | TGFb SMAD3 inh | CCT modulator
C/C(=N\NC(=O)c1cc(-c2cccnc2)nc2ccccc12)c1ccc(O)cc1O | ? | 0.1% | i | 15µM* | 1% | 8% | -17% | -9% | -10
COc1cc(Cn2c3ccc(NC(=O)CCc4ccc(O)cc4)cc3c(=O)n2C)ccc1F | / | -0.8% | i | / | / | 2% | -1% | -2% | -0.3
CCCCN(C(=O)/C=C/c1ccco1)c1c(N)n(CCC)c(=O)[nH]c1=O | -10% | 0.2% | i | 4% | 3% | 13% | 2% | 1% | -1.2
Cc1cc(NCCc2ccccc2F)n2ncnc2n1 | 0% | -0.3% | i | ? | -3% | 10% | -3% | 1% | -0.4
COc1ccccc1-c1cccc2nccn12 | / | -0.5% | i | / | / | 13% | 10% | 4% | -3.0
NNC(=O)C12CC3CC(C1)CC(n1ncnn1)(C3)C2 | -1% | -0.4% | i | 3% | 0% | 1% | 5% | 3% | -1.6
CCOC(=O)c1nn(-c2ccccc2C)c2nc(CC(C)C)c(C#N)c(=O)n12 | 3% | 0.0% | / | 4% | 0% | 13% | -3% | 0% | -1.8
COc1ccccc1N(O)C1CC(=O)N(c2ccc(F)cc2)C1=O (configuration not stated) | ? | ? | i | 15% | -6% | -8% | 2% | 3% | 2.2
C=CCn1c(SCC(=C)C)nc2c1c(=O)[nH]c(=O)n2C | 1% | 0.6% | i | 9% | 0% | 0% | -6% | 1% | 1.9
CC(=O)c1ccc(N2CCN(C(=O)C3CCCN(c4ncnc5c4nc4n5CCCCC4)C3)CC2)cc1 (configuration not stated) | -16% | -0.4% | i | -27% | 1% | 9% | 0% | 1% | -1.4
O=C(CSc1nccn(-c2ccc(Br)cc2)c1=O)NC1CCCC1 | -2% | -0.3% | i | -11% | -6% | 8% | 1% | -6% | -1.2
CC(=O)NC12CC3CC(C1)CC(C(=O)N1CCN(S(=O)(=O)c4cccc([N+](=O)[O-])c4)CC1)(C3)C2 | 0% | 2.3% | i | -19% | / | 4% | 2% | -2% | 2.0
CC(=O)c1ccc(NC(=O)NC2CCCCCCC2)cc1 | -2% | -0.7% | i | ? | 1% | 0% | -11% | -14% | -0.7
COc1cc(NC(=S)N2CCN(S(=O)(=O)c3ccccc3)CC2)cc(OC)c1 | 7% | 3.1% | i | -4% | -6% | 8% | -5% | -5% | -3.1
COc1ccc(C2C(=O)c3ccccc3C2=O)cc1 | 1% | 0.7% | i | 19% | -13% | 8% | 6% | 14% | -2.7
CCOc1ccc(C(=O)C(C)OC(=O)Cn2[nH]c(=O)c3ccccc3c2=O)cc1 (configuration not stated) | 0% | -0.7% | i | 0% | -3% | 22% | -7% | 14% | -4.3
N#Cc1c(SCc2ccccc2)nc(N2CCOCC2)c2c1CCCC2 | 0% | -0.4% | i | / | -16% | 7% | 5% | -4% | -6.8
COc1ccc(NC(=S)NCCCn2ccnc2)cc1 | -9% | -0.6% | i | -3% | / | -6% | 7% | 4% | -0.5
Cc1c(C(=O)NC2CCCC2)oc2ccccc12 | -1% | 4.0% | i | 4% | 0% | 9% | 1% | -5% | -0.5
CC1C=CC(C)C(C(=O)c2ccccc2)C1C(=O)c1ccccc1 (configuration not stated) | / | -0.3% | i | / | / | 6% | -17% | -12% | -1.5
O=C(NC(=S)Nc1ccccc1N1CCCC1)c1ccccc1[N+](=O)[O-] | 2% | 8.2% | i | 13% | 2% | 4% | -5% | ? | -0.9
CCCCC(=O)Nc1ccc(C(=O)NN2C(=O)c3ccccc3C2=O)cc1 | -5% | 0.2% | i | 1% | -1% | -4% | 1% | -11% | -0.2
CC(C)CCn1c(SCC(=O)NC2CCS(=O)(=O)C2)nc2cc(Cl)ccc2c1=O (configuration not stated) | 0% | -0.4% | i | 8% | -3% | 10% | -10% | -2% | 0.4
O=C(NC1CCCCC1)C1c2ccccc2OCC(=O)N1CCc1ccccc1 (configuration not stated) | / | -0.6% | i | / | / | 11% | 1% | / | -0.8
Cc1nc(NC(=O)COC(=O)CCc2ccccc2)c(Cl)cc1Cl | 19% | -0.3% | i | 21% | -2% | 2% | 2% | -13% | 1.6
CC(C)Cn1c2nc3ccccc3nc2c2c(=O)n(CCN3CCOCC3)cnc21 | 4% | -0.1% | i | / | -1% | -6% | -3% | -3% | 0.1
Cc1ccc2nc(C(C)(C)C)c(Cc3cccc(F)c3)n2c1 | / | 4.1% | i | / | / | 7% | -15% | ? | 1.6
Cc1c(NS(=O)(=O)N2CCCCC2)c(=O)n(-c2ccccc2)n1C | 10% | -0.3% | i | 4% | 1% | 9% | -3% | 20% | -1.7
OC12CCCCC1C(c1ccc3c(c1)OCO3)N(Cc1ccccc1F)CC2 (configuration not stated) | -1%[1.84 µM] | -0.6% | i | -1% | 1% | 3% | -2% | -1% | -0.9
Cc1cc(NS(=O)(=O)c2ccc(NC(=O)CCCOc3cccc(C)c3C)cc2)no1 | 0% | -0.3% | i | -19% | 5% | 8% | 2% | -3% | 1.2
O=C(O)CN1CCN(Cc2ccc(Cl)cc2)C1=O | 1% | 0.2% | i | 1% | 1% | 3% | 4% | 18% | -3.3
C=CCN1/C(=C(\C#N)C2=NS(=O)(=O)c3ccccc32)N(C)c2ccccc21 | 9% | 10% | i | ? | -2% | 15% | -3% | 0% | -0.3
Cc1cc(NC(=O)c2ccc(-c3ccc(F)c(Cl)c3)o2)no1 | 4% | 3.1% | i | 1% | 0% | 8% | -27%[57.1 µM] | -9% | 0.8
COc1cc(NS(=O)(=O)c2ccc(Nc3nc(-c4ccccn4)cs3)cc2)nc(OC)n1 | -3% | 0.0% | i | -4% | -1% | -2% | -7% | 10% | -6.7
CCOC(=O)N1CCN(S(=O)(=O)c2ccc(C(=O)Nc3sc4c(c3C(N)=O)CCN(CC)C4)cc2)CC1 | -14% | ? | i | ? | -7% | 3% | 2% | 6% | -3.7
Oc1ccc(/C=N/NC(=S)NCC2CCCO2)cc1 (configuration not stated) | -15% | -0.2% | i | 0% | 2% | 1% | 10% | -1% | 1.1
CCOc1ccccc1OCCCC(=O)N1CCN(S(=O)(=O)c2cc(F)ccc2F)CC1 | 5% | -1.4% | i | 1% | / | 9% | -7% | 2% | 0.2
Cc1ccc(C(=O)N2CCCC(C(=O)c3cc(F)ccc3F)C2)s1 (configuration not stated) | 15% | 0.4% | i | 14% | 0% | 11% | 3% | -25% | 0.7
CC(C)(C)NC(=O)C1N(c2cccnc2)C(=O)C2C(C(=O)Nc3ccccc3F)C3(C)C=CC21O3 (configuration not stated) | 14% | -0.8% | i | -9% | 0% | 11% | -3% | -11% | 0.5
CCN(C[C@H]1N[C@@](CC)(C(=O)OC)[C@H]2C(=O)N(C)C(=O)[C@@H]12)S(=O)(=O)c1ccc(-c2ccccc2)cc1 | -16% | 0.1% | i | ? | 1% | 12% | -7% | -6% | -3.8
O=C(OCc1nnc(-c2ccccc2)o1)c1cc2ccccc2cc1O | -6% | 12% | i | ? | 1% | -2% | -12% | 10% | 0.7
CC1=NN(C(N)=S)C(=O)C1N=Nc1ccc(F)cc1 (configuration not stated) | -13% | 3.6% | i | ? | -1% | -2% | 1% | 1% | -1.8
O=C(CSc1nc2ccccc2c(=O)n1-c1ccccc1)N1CCN(CCO)CC1 | -10% | 0.5% | i | -7% | 0% | 3% | 5% | -23% | 0.8
COc1ccc(Cn2nnnc2C(c2cc3cccc(C)c3[nH]c2=O)N2CCN(C)CC2)cc1 (configuration not stated) | ? | -0.5% | i | 3% | -3% | 2% | -5% | 0% | 0.2
CSc1nnc2ccc(-c3cccs3)nn12 | 3% | ? | i | -9% | -6% | 3% | 0% | -19% | 0.7
CCN(CC)CCNc1nc(-c2ccccc2)c2c(c1C#N)CC(C)(C)OC2 | -7% | 0.7% | i | 7% | 2% | 6% | -6% | 11% | -0.8
Cc1ccc(NC(=O)C2CCCN(S(=O)(=O)c3ccc4[nH]c(=O)ccc4c3)C2)c(C)c1 (configuration not stated) | 2% | -0.1% | i | 3% | -1% | -8% | 7% | -1% | -1.7

# Looked up one by one from the entries so far, 2 records:
structure | A549 viability | Nrf2 ARE act | pAkt inh | Nrf2 inh | Mm-Cpn inhibitor | EPAC2 ag | EPAC2 antagonist | TGFb SMAD3 inh | CCT modulator
CCN(CC)CCNc1nc(-c2ccccc2)c2c(c1C#N)CC(C)(C)OC2 | -7% | 0.7% | i | 7% | 2% | 6% | -6% | 11% | -0.8
O=C(OCc1nnc(-c2ccccc2)o1)c1cc2ccccc2cc1O | -6% | 12% | i | ? | 1% | -2% | -12% | 10% | 0.7

# Structural class, the compounds so far with a Cl atom (4)
structure | A549 viability | Nrf2 ARE act | pAkt inh | Nrf2 inh | Mm-Cpn inhibitor | EPAC2 ag | EPAC2 antagonist | TGFb SMAD3 inh | CCT modulator
CC(C)CCn1c(SCC(=O)NC2CCS(=O)(=O)C2)nc2cc(Cl)ccc2c1=O (configuration not stated) | 0% | -0.4% | i | 8% | -3% | 10% | -10% | -2% | 0.4
Cc1nc(NC(=O)COC(=O)CCc2ccccc2)c(Cl)cc1Cl | 19% | -0.3% | i | 21% | -2% | 2% | 2% | -13% | 1.6
O=C(O)CN1CCN(Cc2ccc(Cl)cc2)C1=O | 1% | 0.2% | i | 1% | 1% | 3% | 4% | 18% | -3.3
Cc1cc(NC(=O)c2ccc(-c3ccc(F)c(Cl)c3)o2)no1 | 4% | 3.1% | i | 1% | 0% | 8% | -27%[57.1 µM] | -9% | 0.8
